RGS4 inhibitor: human RGS4 inhibition. Potency, µM (series often up to 114 µM), inactives show at the top dose activity change, negative = inhibition, hits mostly inhibitors. 0.039% of 390,000 active. P49798. AID 504845. Transcreener GDP fluorescence polarization, RGS4-accelerated GTP hydrolysis; also: potency is read from the fitted curve at half-maximal effect; % is scaled to controls: 0 for no effect and ±100 for the full control effect; nearly all actives have a fitted effect of over 75% in size; some results filed as inactive show a strong effect at the top dose
Target sequence (P49798 whole entry, looked up): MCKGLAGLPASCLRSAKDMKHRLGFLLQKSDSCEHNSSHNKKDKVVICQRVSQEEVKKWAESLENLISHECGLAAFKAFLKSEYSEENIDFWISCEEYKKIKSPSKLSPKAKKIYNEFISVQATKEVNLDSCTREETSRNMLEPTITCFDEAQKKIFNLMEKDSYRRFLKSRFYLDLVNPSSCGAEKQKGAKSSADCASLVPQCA
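MLSMR compounds (23 nl, pin-transferred) preincubated 10 min at room temperature with a 500nM (2x) first reagent, then RGS4 at 900nM (2x) plus Transcreener GDP mix added; fluorescence polarization (620/688 nm) read before and after 90 min at 30 °C.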
GRP78 ERSR act: ER stress response induction in glioma; U87-MG GRP78 promoter luciferase reporter, 16 h; Potency, µM, inactives show at the highest dose activation, usual class: activators; 0.02% of 420,000 active; also: potency is read from the fitted curve at half-maximal effect; series mostly up to about 76 µM; % of control where 0% means no effect; nearly all actives have a fitted effect of over 35% in size
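Stably transfected U87-MG human glioma cells carrying a GRP78-based luminescent sensor were seeded at 1000 cells/well, pin-dosed with compounds and incubated 16 h. Luciferase reagent was then added, and end-point luminescence was read after 10 min at room temperature.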
D2 agonist: agonists of human D2 dopamine receptor; P14416; HEK293 T-REx D2 cells, calcium flux agonist mode; activation, % at 2 µM; 0.53% of 340,000 active; AID 485358;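 active = activation over 3 SD above normal in the single-dose calcium agonist read, cut at about 30% in these data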; also: 0% is about no effect
Target sequence (P14416 whole entry, looked up): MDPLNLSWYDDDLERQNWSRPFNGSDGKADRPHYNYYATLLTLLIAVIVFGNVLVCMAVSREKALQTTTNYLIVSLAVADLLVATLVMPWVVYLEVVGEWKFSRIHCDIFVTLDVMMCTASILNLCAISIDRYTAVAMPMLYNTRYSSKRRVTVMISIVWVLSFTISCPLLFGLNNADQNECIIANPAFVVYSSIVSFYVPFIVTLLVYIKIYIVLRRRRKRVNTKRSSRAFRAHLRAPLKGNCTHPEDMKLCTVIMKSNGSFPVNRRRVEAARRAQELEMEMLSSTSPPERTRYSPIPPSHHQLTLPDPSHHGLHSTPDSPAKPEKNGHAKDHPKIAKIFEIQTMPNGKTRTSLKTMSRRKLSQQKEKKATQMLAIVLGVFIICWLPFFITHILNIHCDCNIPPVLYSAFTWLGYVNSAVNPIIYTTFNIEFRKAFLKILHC
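Tetracycline-induced HEK293 T-REx cells with force-coupled D2 receptor, plated overnight at 30 C, loaded with no-wash calcium dye. After a 10 s baseline, compound was pin-added and calcium flux read kinetically for 180 s; calcium rises flagged agonists.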
D2 antag: antagonizes the human D2 dopamine receptor; 2% of 340,000 active; AID 485344; P14416; HEK293 TREx D2 cells, calcium flux, dopamine EC80; inhibition, % at 10 µM; in the data active = inhibition above about 30%; also: 0% is about no effect
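Tetracycline-induced HEK293 TREx cells expressing D2 receptor forced-coupled to calcium signalling, loaded with no-wash calcium dye. Compounds added and calcium flux read 180 s, then dopamine added at EC80 and read a further 180 s.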
Vif-A3G inh: inhibitors of Vif-APOBEC3G interaction. Q9HC16. HeLa A3G-eYFP + Vif (tagged APOBEC3G with the HIV-1 protein that degrades it), YFP fluorescence, overnight. Potency, µM (doses to about 46.1 µM), for the others: top-dose activity, negative = active, actives largely listed as inhibitors. 0.076% of 410,000 active;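 also: potency is read from the fitted curve at half-maximal effect; % is scaled to controls: 0 for no effect and ±100 for the full control effect; nearly all actives have a fitted effect of over 60% in size; hits raise eYFP signal because A3G escapes Vif-driven loss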
Target sequence (Q9HC16 whole entry, looked up): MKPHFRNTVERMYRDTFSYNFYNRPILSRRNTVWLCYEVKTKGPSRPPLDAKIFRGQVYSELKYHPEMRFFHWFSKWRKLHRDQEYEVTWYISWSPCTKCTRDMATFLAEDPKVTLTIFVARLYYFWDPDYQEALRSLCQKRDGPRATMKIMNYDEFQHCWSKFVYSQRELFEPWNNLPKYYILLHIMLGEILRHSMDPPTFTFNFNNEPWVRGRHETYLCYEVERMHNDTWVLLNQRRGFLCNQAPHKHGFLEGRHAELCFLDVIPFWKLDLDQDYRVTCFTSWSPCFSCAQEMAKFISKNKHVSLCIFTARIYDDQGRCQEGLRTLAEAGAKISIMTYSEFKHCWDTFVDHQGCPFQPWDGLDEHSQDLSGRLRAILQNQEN
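HeLa cells stably expressing Vif and C-terminally eYFP-tagged A3G, seeded overnight at 37 deg C, then exposed to compound by pintool overnight at 37 deg C. Rise in yellow fluorescence (Ex 488/Em 500-530, Acumen) marks blocked Vif-driven A3G degradation.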
ERG-DNA inh: ERG Ets/DNA interaction inhibition | P11308 | 0.028% of 370,000 active | Potency, µM (series often up to 76.9 µM), for the others: at the highest dose FP activity, negative = inhibition, most hits filed as inhibitors | fluorescence polarization, His-ERG Ets domain / labelled DNA; active = well fitted inhibition curve with a large enough effect in the polarisation, with a control signal flat; inconclusive = small, poorly fitted or top-dose-only effect, or effect the other way, or a change in a side signal; inactive = no such curve, though single readings can be large or run the other way; the % refers to the polarisation;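 also: polarization taken with two DNA probes labelled with fluorescein and Texas red; potency is read from the fitted curve at half-maximal effect; % of control where 0% means no effect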
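His-tagged ERG Ets domain (1 uM in the protein solution; 300mM KCl, 50mM Tris-HCl, 1mM EDTA, 1mM DTT, pH 7.5) received compound, then a probe mix of 5 nM fluorescein-DNA and 100nM Texas-615-DNA. Fluorescence polarization was read for both dyes.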
Vif-APOBEC3F blk: blocks the Vif interaction with APOBEC3F | HeLa A3F-eYFP + Vif (tagged APOBEC3F with the HIV-1 protein that degrades it), YFP fluorescence increase | Potency, µM (highest dose often 46.1 µM), for the others: top-dose activity, negative = active | 0.2% of 390,000 active | AID 602313; also: potency is read from the fitted curve at half-maximal effect; % of control where 0% means no effect; nearly all actives have a fitted effect of over 65% in size
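HeLa cells stably expressing A3F-eYFP plus Vif, plated and incubated overnight at 37 deg C, then exposed to compounds overnight at 37 deg C. Blocked degradation read as raised yellow fluorescence (Ex 488/Em 500-530).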
ALOX12 inh: ALOX12 (human) lipoxygenase inhibition. Potency, µM (top dose mostly 108 µM), without a hit: at the highest dose activity change, negative = inhibition, usual class: inhibitors. 1.1% of 580,000 active. purified 12hLO, xylenol orange hydroperoxide absorbance; also: potency is read from the fitted curve at half-maximal effect; % is scaled to controls: 0 for no effect and ±100 for the full control effect
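Purified human 12hLO at 150 nM in 25 mM Hepes, 0.01% Triton X-100, pH 7.0, preincubated 15 min at room temperature with compound. Reaction started with 40 uM arachidonic acid, 30 min at room temperature. Hydroperoxide measured by Fe-xylenol orange, 573/405 nm absorbance ratio.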
LDHA inh: blocks human lactate dehydrogenase A. P00338. purified LDHA, NADH/diaphorase-resazurin fluorescence; hits give low values. activity change, % (values are at about 110 or 230 µM). 0.15% of 480,000 active. AID 1347041; in the data active = activity change below about -30%; inconclusive = mostly about -25% to -30%;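 also: plate controls were DMSO wells for no effect and wells without enzyme for full effect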
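Enzyme activity of human lactate dehydrogenase 5 (2 nM; 0.06 mM NADH, 0.2 mM pyruvate, 5 min, RT) is measured via a resazurin/diaphorase fluorescence readout of residual NADH.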
Numbers without * were called inactive; & = joins results of further samples; [ ] = another dose, or the depositor's remark. Unless noted, calls follow the shape of the dose curve; as a rule, active = well fitted curve in the direction sought with a large enough effect; inconclusive = small, poorly fitted or top-dose-only effect, or another doubt; inactive = no such curve, though single readings can be large; an effect the other way counts as inactive or inconclusive. A portion of the library. The share of hits here may be higher or lower than overall.

Screening Cc1nn(Cc2ccccc2Cl)c(C)c1NC(=O)NC12CC3CC(CC(C3)C1)C2 returned RGS4 inhibitor 0.9%, GRP78 ERSR act -6.2%, D2 agonist 1.0, D2 antag 7.7, Vif-A3G inh 4.7%, ERG-DNA inh -9.1%, Vif-APOBEC3F blk -13.7%, ALOX12 inh -22.8% and LDHA inh -12.6.
Cc1cc2ncn(C3CC(=O)N(Cc4ccc(N5CCCC5=O)cc4)C3=O)c2cc1C (configuration not stated) was read as RGS4 inhibitor -7.0%, GRP78 ERSR act -5.1%, D2 agonist 0.4, D2 antag 12.8, Vif-A3G inh 1.5%, ERG-DNA inh -10.7%, Vif-APOBEC3F blk 3.0%, ALOX12 inh 482.6%[activator] and LDHA inh -1.1.
Screening Cn1c(-c2sccc2OCc2ccc(Cl)cc2Cl)n[nH]c1=S returned RGS4 inhibitor -53.8%, GRP78 ERSR act 0.7%, D2 agonist -1.2, D2 antag 10.0, Vif-A3G inh -14.3%, ERG-DNA inh 20.8%, Vif-APOBEC3F blk -38.2%, ALOX12 inh 28.2µM* and LDHA inh 4.0.
`CCOC(=O)c1c(NC(=O)c2cc(CC(C)C)on2)sc(C(C)=O)c1C` gave RGS4 inhibitor inconclusive, GRP78 ERSR act -4.4%&-1.2%, D2 agonist 0.7&1.1, D2 antag -19.0, Vif-A3G inh 3.7%&3.6%, ERG-DNA inh -15.9%&-0.6%, Vif-APOBEC3F blk -1.2%&-1.8%, ALOX12 inh -16.1%&10.5% and LDHA inh -5.3&1.0.
Cc1ccc2cc(/C=N/Nc3nc4ccccc4[nH]3)c(Cl)nc2c1 was read as RGS4 inhibitor -8.6%, GRP78 ERSR act 2.4%, D2 agonist -0.4, D2 antag -19.8, Vif-A3G inh -2.3%, ERG-DNA inh 1.3%, Vif-APOBEC3F blk -3.5%, ALOX12 inh -6.3% and LDHA inh -4.2.
CC(C)CC(C(=O)NC1CCCC1)N(Cc1cccs1)C(=O)c1snc(C(N)=O)c1N (configuration not stated) was read as RGS4 inhibitor -13.0%, GRP78 ERSR act -2.5%, D2 agonist 0.3, D2 antag -16.0, Vif-A3G inh -15.4%, ERG-DNA inh 4.2%, ALOX12 inh -22.4% and LDHA inh 1.4.
`CCOC(=O)c1cc(-c2ccc(OC)cc2)n(CCC(=O)Nc2ccc(OC)cc2OC)c1C` gave RGS4 inhibitor -1.4%, GRP78 ERSR act 0.4%, D2 agonist 0.2, Vif-A3G inh -2.8%, ERG-DNA inh -2.5%, Vif-APOBEC3F blk 3.5%, ALOX12 inh -8.3% and LDHA inh 2.1.
Cc1ccccc1C1c2[nH]c3ccccc3c2C[C@H]2C(=O)N(c3ccccc3C(=O)NCCCN3CCOCC3)C(=O)N12 (some centres not stated) was read as RGS4 inhibitor 8.7%, GRP78 ERSR act -1.1%, D2 agonist -0.7, D2 antag -14.7, Vif-A3G inh -8.9%, ERG-DNA inh -3.4%, Vif-APOBEC3F blk 3.0%, ALOX12 inh -24.5% and LDHA inh -1.7.
For CCNc1nc(NCC)n2c(SCC(=O)Nc3cc(Cl)ccc3OC)nnc2n1 the results were RGS4 inhibitor inconclusive, GRP78 ERSR act -2.5%, D2 agonist 0.1, D2 antag -11.6, Vif-A3G inh 4.8%, ERG-DNA inh -4.0%, Vif-APOBEC3F blk 11.3%, ALOX12 inh 17.3% and LDHA inh 2.2.
Screening CCOC(=O)c1cc2c(ccn2C)n1CC(=O)N1CCN(c2cccc(C(F)(F)F)c2)CC1 returned RGS4 inhibitor -19.3%[11.4 µM], GRP78 ERSR act -3.6%, D2 agonist 0.4, D2 antag 17.4, Vif-A3G inh -8.5%, ERG-DNA inh 7.8%, Vif-APOBEC3F blk 8.3%, ALOX12 inh -2.3% and LDHA inh 23.1.
`Cc1ccc(C(=O)Nc2ccc(O)cc2C(=O)O)cc1C` gave RGS4 inhibitor -31.0%, GRP78 ERSR act -2.8%, D2 agonist 1.1, D2 antag 6.2, Vif-A3G inh 1.6%, ERG-DNA inh 6.3%, Vif-APOBEC3F blk -3.8%, ALOX12 inh 1.2% and LDHA inh -13.2.
O=C(CSc1nnc(-c2cccnc2)n1Cc1ccco1)c1ccc(Br)cc1 was read as RGS4 inhibitor -27.2%, GRP78 ERSR act -1.4%, D2 agonist -0.4, D2 antag -4.1, Vif-A3G inh -0.8%, ERG-DNA inh -1.7%, Vif-APOBEC3F blk -1.4%, ALOX12 inh -9.1% and LDHA inh 0.0.
CC(C)(C)C(=O)Oc1cc(N)n(S(=O)(=O)c2ccc(F)cc2)n1 was read as RGS4 inhibitor 15.8%, GRP78 ERSR act -8.0%, D2 agonist -0.7, D2 antag -13.1, Vif-A3G inh 0.1%, ERG-DNA inh -5.6%, Vif-APOBEC3F blk -0.3%, ALOX12 inh -23.8% and LDHA inh -4.9.
Screening COc1ccc(-n2c(C)c(C(C)=O)c3cc(OC(=O)c4ccc(C)cc4)ccc32)cc1 returned RGS4 inhibitor 0.9%, GRP78 ERSR act -2.7%, D2 agonist 0.5, Vif-A3G inh 1.8%, ERG-DNA inh 3.1%, Vif-APOBEC3F blk 2.8%, ALOX12 inh -16.2% and LDHA inh -3.3.
Screening O=C(COC(=O)CNC(=O)c1cccs1)Nc1ccc(C(F)(F)F)cc1[N+](=O)[O-] returned RGS4 inhibitor -1.9%, GRP78 ERSR act -2.3%, D2 agonist -0.5, D2 antag -0.9, Vif-A3G inh 1.1%, ERG-DNA inh -5.8%, Vif-APOBEC3F blk -5.4%, ALOX12 inh 2.7% and LDHA inh 1.0.
`CCOc1ccccc1N1CCN(C(=O)C2CSC3(C)CCC(=O)N23)CC1` (configuration not stated) gave RGS4 inhibitor -7.7%, GRP78 ERSR act -3.7%, D2 agonist -0.1, D2 antag 16.0, Vif-A3G inh -4.4%, ERG-DNA inh 14.4%[15.4 µM], Vif-APOBEC3F blk 0.8%, ALOX12 inh 12.4% and LDHA inh -10.7.
`COc1ccc(C2=NO[C@H]3C[C@](C(=O)NC(C)C)(S(=O)(=O)c4ccccc4)C[C@@H]23)cc1` gave RGS4 inhibitor 14.1%, GRP78 ERSR act -3.7%, D2 agonist 0.4, D2 antag -16.0, Vif-A3G inh -2.2%, ERG-DNA inh -6.6%, Vif-APOBEC3F blk 3.7% and LDHA inh -2.3.
CC1CCC2(CC1)NC(=O)N(NC(=O)c1cc3ccccc3o1)C2=O (configuration not stated) was read as RGS4 inhibitor -12.6%, GRP78 ERSR act -4.9%, D2 agonist 0.2, D2 antag 19.0, Vif-A3G inh 7.5%, ERG-DNA inh -12.8%, Vif-APOBEC3F blk 1.4%, ALOX12 inh 21.7% and LDHA inh -0.1.
Screening COC(Cc1n[nH]c(=S)n1-c1ccc(Cl)cc1)OC returned RGS4 inhibitor 5.4%, GRP78 ERSR act -3.2%, D2 agonist 0.1, D2 antag 5.6, Vif-A3G inh -0.5%, ERG-DNA inh -7.4%, Vif-APOBEC3F blk 10.4%, ALOX12 inh inconclusive and LDHA inh -5.5.
CCC(CC)C(=O)NCCc1cc2cc(C)c(C)cc2[nH]c1=O was read as RGS4 inhibitor -7.3%, GRP78 ERSR act -1.3%, D2 agonist 1.4, D2 antag -7.8, Vif-A3G inh 0.1%, ERG-DNA inh -8.7%, Vif-APOBEC3F blk -0.5%, ALOX12 inh 8.7% and LDHA inh -1.9.
O=[N+]([O-])c1ccccc1-c1ccc(C(=S)N2CCCC2)o1 was read as RGS4 inhibitor inconclusive, GRP78 ERSR act 9.8%, D2 agonist 0.0, D2 antag -3.6, Vif-A3G inh -6.9%, ERG-DNA inh 0.1%, Vif-APOBEC3F blk -16.3%, ALOX12 inh 39.8µM* and LDHA inh 41.2.
`CC(=O)c1ccc(N2CCN(S(=O)(=O)c3ccc(-c4cc(C(F)(F)F)on4)s3)CC2)cc1` gave RGS4 inhibitor 0.4%, GRP78 ERSR act -2.4%, D2 agonist 1.0, Vif-A3G inh 2.7%, ERG-DNA inh -0.5%, Vif-APOBEC3F blk 3.3%, ALOX12 inh -28.2% and LDHA inh -4.3.
`COC(=O)c1ccccc1NC(=O)CN1CCC(n2nnc3cc(F)ccc32)CC1` gave RGS4 inhibitor -32.5%, GRP78 ERSR act -1.2%, D2 agonist -0.2, D2 antag 27.8, Vif-A3G inh -2.2%, ERG-DNA inh 8.5%, Vif-APOBEC3F blk 3.6%, ALOX12 inh -21.9% and LDHA inh 3.3.
For CN(CC(=O)N1CCCc2c1c(=O)oc1ccc(O)cc21)Cc1ccccc1 the results were RGS4 inhibitor -22.8%, GRP78 ERSR act -3.0%, Vif-A3G inh 0.5%, ERG-DNA inh 3.7%, Vif-APOBEC3F blk 7.8%, ALOX12 inh -29.4% and LDHA inh 4.6.
Screening C(=C\c1ccccc1)/CN1CCN(C(c2cccs2)c2nnnn2Cc2ccccc2)CC1 (configuration not stated) returned GRP78 ERSR act -4.9%, Vif-A3G inh 0.2%, ALOX12 inh inconclusive and LDHA inh -1.1.

Screening data as filed in PubChem BioAssay.
